Screening results: PubChem BioAssay, Sanford-Burnham Center for Chemical Genomics
NALP3 yeast inh = blocks the NALP3 inflammasome reconstituted in yeast; Yeast reconstituted NLRP3/ASC/caspase-1, beta-gal luminescence, 24 h; inhibition, % at 10 µM; 0.39% of 330,000 active;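 active = inhibition of 50% or more; inactive = inhibition below 50%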;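 also: plate controls were induced DMSO wells for no effect and uninduced yeast grown without galactose for full effect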
SENP8 block-1 = SENP8 (human) protease inhibition; Q96LD8; recombinant SENP8, Nedd8 substrate fluorescence; inhibition, % at 20 µM; 0.64% of 360,000 active; AID 602440; in the data active = inhibition mostly above about 40%, no sharp cut-off; inactive = mostly below about 27%
Target sequence (Q96LD8 whole entry, looked up): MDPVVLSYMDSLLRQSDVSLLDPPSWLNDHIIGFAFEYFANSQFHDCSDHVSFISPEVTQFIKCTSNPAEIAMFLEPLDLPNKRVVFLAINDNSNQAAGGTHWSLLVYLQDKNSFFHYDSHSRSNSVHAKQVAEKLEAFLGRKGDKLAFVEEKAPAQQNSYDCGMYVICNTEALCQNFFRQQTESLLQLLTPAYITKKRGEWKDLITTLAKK
HKDC1 inhibitor = inhibitors of human hexokinase HKDC1. inhibition, % at 20 µM. Q2TB90. 0.16% of 340,000 active. recombinant HKDC1, G6PDH/diaphorase resazurin coupled fluorescence;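 active = inhibition above about 35% when tested at 20 µM, limit read from the data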;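 also: plate controls were DMSO wells with enzyme for no effect and DMSO wells lacking enzyme for full effect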
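Assay system – recombinant HKDC1 (HK5) hexokinase enzyme, produced in-house · Input – HKDC1 at 5 µg/mL · Reagent – glucose plus 1 mM ATP as hexokinase substrates · Timing – 90 min reaction incubation at room temperature, dark · Measured by – G6PDH/diaphorase-coupled fluorescence, 1 mM NADP, 100 µM resazurin, 525/613 nm · Benchmarks – DMSO-enzyme wells negative, buffer-substituted wells positive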
SENP8 block-2 = SENP8 protease inhibition. Q96LD8. inhibition, % at 10 µM. purified SENP8, Z-RLRGG-aminoluciferin cleavage, luminescence. 1.2% of 330,000 active. AID 2540; in the data active = inhibition above about 50%
SENP1 FRET inh = SENP1 (human) catalytic domain inhibition | Q9P0U3 | recombinant SENP1 catalytic domain, CyPet-SUMO1-YPet FRET cleavage | inhibition, % at 10 µM | 0.21% of 360,000 active | AID 624204;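 active = inhibition at least 30% at 10 µM, raw YFP signal under a set limit, fluorescence ratio 0.5 to 1.5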;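 also: 0% = enzyme with DMSO and 100% = no enzyme wells; some results filed as inactive read as strong as hits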
Target sequence (Q9P0U3 419-644 limits assumed): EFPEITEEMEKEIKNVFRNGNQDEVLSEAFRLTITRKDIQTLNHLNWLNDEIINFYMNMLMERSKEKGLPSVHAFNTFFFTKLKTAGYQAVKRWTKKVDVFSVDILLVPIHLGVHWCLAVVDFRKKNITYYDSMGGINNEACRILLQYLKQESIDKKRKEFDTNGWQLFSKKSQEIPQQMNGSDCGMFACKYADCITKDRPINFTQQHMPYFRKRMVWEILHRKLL
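Test system: human SENP1 catalytic domain; medium: Tris pH 8 buffer plus EDTA, NaCl, BME, BSA, NP40, catalase; incubation: 50 min reaction at room temperature; technique: FRET, CFP and YFP emission; controls: no-enzyme low control and enzyme-plus-DMSO high control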
SENP6 inh = blocks the human protease SENP6. Q9GZR1. Recombinant SENP6 catalytic domain, aminoluciferin luminescence. inhibition, % at 10 µM. 1.8% of 330,000 active;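 active = inhibition above about 50% at the single tested dose, limit read from the data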;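 also: plate controls were DMSO wells with enzyme for no effect and DMSO wells lacking enzyme for full effect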
SENP7 inh = SENP7 protease inhibition. inhibition, % at 5 µM. Q9BQF6. recombinant SENP7, Z-RLRGG-aminoluciferin luminescence, 40 min. AID 434973. 1.5% of 330,000 active;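 active = inhibition above about 50% at the single test dose, limit read from the data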;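 also: plate controls were DMSO with enzyme for no effect and no enzyme buffer wells for full effect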
Target sequence (Q9BQF6 706-1050 limits assumed): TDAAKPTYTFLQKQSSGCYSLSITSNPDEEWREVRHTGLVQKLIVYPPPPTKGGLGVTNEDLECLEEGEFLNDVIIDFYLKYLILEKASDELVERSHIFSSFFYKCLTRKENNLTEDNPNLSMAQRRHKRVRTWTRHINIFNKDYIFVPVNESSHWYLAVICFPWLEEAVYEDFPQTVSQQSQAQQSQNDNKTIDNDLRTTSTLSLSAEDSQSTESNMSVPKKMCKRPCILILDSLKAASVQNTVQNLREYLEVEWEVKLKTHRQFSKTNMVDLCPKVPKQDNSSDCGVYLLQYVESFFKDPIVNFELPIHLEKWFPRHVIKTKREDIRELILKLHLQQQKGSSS
Apaf-1 inh = blocks human Apaf-1 apoptosome activity | inhibition, % at 20 µM | reconstituted apoptosome caspase-3 activity, DEVD-Rh110 fluorescence | 0.71% of 330,000 active; active = inhibition of at least 40% at 20 µM;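 also: plate controls were DMSO wells for no effect and DEVD-CHO caspase inhibitor wells for full effect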
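detection = Rh110 fluorescence intensity | test system = biochemical Apaf-1 apoptosome reconstitution | also added = cytochrome c and DEVD-Rh110 substrate | schedule = 30 min plus 50 min, RT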
PfGluPho inh = PfG6PD (Plasmodium falciparum) enzyme inhibition; PfGluPho enzyme, NADPH resazurin-diaphorase fluorescence; inhibition, % at 20 µM; 0.78% of 350,000 active; AID 504690;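 active = inhibition reaching at least a set limit at 20 µM in the primary screen, cut at about 59% in these data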;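 also: 0% = DMSO wells with substrate and 100% = DMSO wells lacking glucose-6-phosphate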
* = called active by the depositor; . = no result given.

SMILES	NALP3 yeast inh	SENP8 block-1	HKDC1 inhibitor	SENP8 block-2	SENP1 FRET inh	SENP6 inh	SENP7 inh	Apaf-1 inh	PfGluPho inh
O=C(CCC1CCCN(C(=O)Cn2cnnn2)C1)NCc1ccc(F)c(F)c1 (stereo not given)	1	10	2	0	1	8	9	3	-3
O=C(NCCc1ccccc1)c1ccccc1NC(=O)C1CCCO1 (stereo not given)	9	-13	-16	-4	0	-17	3	-10	14
Cc1ncc([N+](=O)[O-])n1CC(=O)Nc1ccc(OC(F)(F)Cl)cc1	19	21	2	-4	-1	-8	1	10	-6
CC(C)(C)c1ccc(C(=O)Nc2ccc([N+](=O)[O-])cn2)cc1	28	20	-10	-19	0	-38	12	2	5
CCOc1ccc(NC(=O)CN2C(=O)S/C(=C/c3cccn3C)C2=O)cc1	8	-59	7	-10	-31	-13	-3	7	4
CCCCCC/C=N/Nc1nnc(Cc2ccccc2)c(=O)[nH]1	11	4	-3	1	2	-21	3	0	8
COc1ccc2[nH]cc(CCn3ccc(=O)c(C)c3C)c2c1	11	5	0	-7	-3	13	0	-4	7
CCCNC(=O)c1ccc(C)c(NC(=O)C2=C(C)OCCS2)c1	-7	20	-3	-9	2	-14	-6	3	9
COC(CNC(=O)c1cccc(-n2c(=S)[nH]c3cc(Cl)ccc3c2=O)c1)OC	4	2	3	6	2	19	-2	-12	-23
Cc1cc(C)nc(N2CCN(c3ccc(F)cc3)CC2)n1	-4	14	-6	-3	0	22	-1	11	5
CCNC(=S)NNC(=O)c1cc(-c2cccnc2)nc2ccccc12	10	-142	2	-24	0	-36	-17	-3	-12
CCCCCN(C(=O)NC(=O)Nc1nncs1)S(C)(=O)=O	6	7	-15	7	4	-15	1	-46	3
Cc1ccc(S(=O)(=O)CCC(=O)c2ccc(O)cc2O)cc1	-22	11	4	-3	-5	-1	-1	5	-1
COc1ccccc1NS(=O)(=O)c1ccc(S(=O)(=O)N2CCOCC2)cc1	-4	21	-3	-5	2	-16	-9	9	6
Cc1ccc(OCCC(=O)OCC(=O)NC2CCCC2)cc1	10	6	-6	-8	0	5	-9	1	-5
CC(=O)Nc1ccc(NC(=O)C(=O)c2cn(CC(=O)N3CCCC3)c3ccccc23)cc1	4	-2	1	-10	1	-13	-5	2	-18
CN(C(=O)c1cccc(NC(=O)Cc2ccc(NC(=O)C3CCCN(S(=O)(=O)c4cccc([N+](=O)[O-])c4)C3)cc2)c1)C1CCCCC1 (stereo not given)	.	5	-4	.	1	.	.	.	-5
O=C(Nc1cccs1)Nc1c(F)c(F)cc(F)c1F	5	15	-12	-2	3	-7	3	-3	20
CN(C(=O)c1cccc(NC(=O)Cc2ccc(NC(=O)C3CCCN(C(=O)C4CCCCC4)C3)cc2)c1)C1CCCC1 (stereo not given)	.	11	-2	.	1	.	.	.	-4
CCOC(=O)N1CCC(NS(=O)(=O)c2cc3c(cc2Br)CCN3C(=O)CC)CC1	.	9	-6	.	0	.	.	.	2
COc1cccc2cc(C(C)=O)c(=O)oc12	-3	20	-4	-2	1	-4	-1	-10	5
CCOC(=O)c1ccc(NC(=S)N2CCN(C(=O)C3CCCO3)CC2)cc1 (stereo not given)	17	6	-5	2	-1	0	14	6	-7
Cc1ccc(NC(=O)CC(=O)Nc2ccc(C)c(C)c2)cc1C	26	4	-1	6	1	-9	-2	12	-1
Cc1cccc(OCC(=O)Nc2ccc(NC(=O)c3ccco3)cc2)c1	19	5	-7	3	-1	-12	4	0	14
CCN1CCN(C(=O)CN(C)S(=O)(=O)c2ccc(OC)c(C)c2)CC1	13	12	4	2	1	12	12	-10	-10

Compound profiles, as listed above:
Listed for `Cc1cc(C)nc(N2CCN(c3ccc(F)cc3)CC2)n1` : NALP3 yeast inh: -4; SENP8 block-1: 14; HKDC1 inhibitor: -6; SENP8 block-2: -3; SENP1 FRET inh: 0; SENP6 inh: 22; SENP7 inh: -1; Apaf-1 inh: 11; PfGluPho inh: 5
Listed for `CCCCCC/C=N/Nc1nnc(Cc2ccccc2)c(=O)[nH]1` : NALP3 yeast inh: 11; SENP8 block-1: 4; HKDC1 inhibitor: -3; SENP8 block-2: 1; SENP1 FRET inh: 2; SENP6 inh: -21; SENP7 inh: 3; Apaf-1 inh: 0; PfGluPho inh: 8
Listed for `CCNC(=S)NNC(=O)c1cc(-c2cccnc2)nc2ccccc12` : NALP3 yeast inh: 10; SENP8 block-1: -142; HKDC1 inhibitor: 2; SENP8 block-2: -24; SENP1 FRET inh: 0; SENP6 inh: -36; SENP7 inh: -17; Apaf-1 inh: -3; PfGluPho inh: -12

Additional compounds
SMILES	NALP3 yeast inh	SENP8 block-1	HKDC1 inhibitor	SENP8 block-2	SENP1 FRET inh	SENP6 inh	SENP7 inh	Apaf-1 inh	PfGluPho inh
Cc1cccc(NS(=O)(=O)c2cccc(C(=O)NCC(c3ccc(F)cc3)N3CCOCC3)c2)c1 (stereo not given)	.	4	-3	.	-8	.	.	.	-9
CC1=CC(C/C(C)=C/COc2ccc3ccc(=O)oc3c2)OC1=O (stereo not given)	21	-190	1	1	-29	3	-4	-8	17
COc1ccc(C2CC(c3ccncc3)=NN2c2ccc(S(N)(=O)=O)cc2)cc1 (stereo not given)	.	-374	-4	.	-27	.	5	7	19
Cc1cccc(NS(=O)(=O)c2ccc3c(c2)oc(=O)n3C)c1C	8	2	-8	2	1	-33	2	1	1
Cc1ccc(CSc2ncnc3c2cnn3Cc2ccccc2)cc1C	7	7	7	-4	-1	6	-2	4	-8
Cc1onc(-c2c(Cl)cccc2Cl)c1C(=O)NCCc1ccncc1	-3	-14	-5	-7	1	-6	0	-6	12
CC(C)CNS(=O)(=O)c1ccc(CCC(=O)N2CCN(Cc3ccccc3)CC2)cc1	5	17	-4	-7	1	-29	-4	12	-10
Cc1ccc(NC(=O)c2cccc(S(=O)(=O)N3CCN(c4ccccc4)CC3)c2)nc1	12	0	1	3	1	0	0	9	2
COc1ccc(-c2nnc(NC(=O)Cc3ccccc3)s2)c(OC)c1	-8	-420	-4	1	2	1	1	-10	-17
C=CCOC(=O)C1=C[C@@H](c2coc3ccccc3c2=O)[C@H](CCCO)[C@@H](OCC)O1	9	23	-8	-20	-3	-12	-6	-2	-5
COc1ccc(CN(CC(=O)NC2CCCC2)C(=O)c2onc(C(N)=O)c2N)cc1	-1	11	-17	5	2	-11	3	-7	5
COc1cc2c(cc1OC)CN(C(=O)C1CCCN1S(=O)(=O)c1ccc(C)cc1)CC2 (stereo not given)	5	-3	-2	2	-2	0	3	9	17
Cc1ccc(-c2ccc(/C=N/N=C3/NC(=O)C(CC(=O)O)S3)o2)c([N+](=O)[O-])c1 (stereo not given)	-2	33	10	4	1	30	7	74*	-17
COc1cc(NC(=O)C2CSC3(C)CCC(=O)N23)c(OC)cc1Cl (stereo not given)	17	8	-2	20	0	-9	-4	2	3
CN(Cc1ccccc1)C(=C(Cl)Cl)C(=C1NCCN1)[N+](=O)[O-]	4	2	-9	-5	-9	-1	-2	6	5
Cc1cc(C(=O)Nc2ccc(S(=O)(=O)Nc3onc(C)c3C)cc2)cs1	6	6	7	-5	0	-13	-2	6	-15
Cc1cc(C)cc(OC(=O)CN2C(=O)c3ccccc3C2=O)c1	9	12	-5	-2	3	-26	-2	2	-11
Cc1ccc2nnnc(-c3ccccc3)c2c1	-6	13	-4	11	1	-4	-6	1	-5
CCn1c(COc2cc(C)ccc2C(C)C)nnc1SCC(=O)Nc1nccs1	15	7	-8	-5	-1	3	10	6	8
Cc1nnc(SCC(=O)N2CCc3ccccc3C2)s1	9	8	-2	3	-1	2	-1	-2	-3
Cc1ccc(CCC(=O)Nc2ncc(Cc3cc(Cl)ccc3Cl)s2)o1	.	9	18	.	-5	.	.	.	0
CCOC(=O)C1CCCN(CC(=O)Nc2c(C(=O)OC)[nH]c3ccc(Cl)cc23)C1 (stereo not given)	20	-370	2	-1	2	-8	3	9	10
COc1ccc(Cl)cc1NC(=O)NCc1cccnc1	5	16	-1	4	1	-6	-3	7	2
Cc1ccc(Cn2c3ccccc3c3cn[nH]c(=O)c32)cc1	32	2	-4	3	2	6	-5	8	14
CC1CN(Cc2ccc(Cl)cc2Cl)CC(C)O1 (stereo not given)	3	32	-4	4	1	2	0	-6	2
Further records follow:
SMILES	NALP3 yeast inh	SENP8 block-1	HKDC1 inhibitor	SENP8 block-2	SENP1 FRET inh	SENP6 inh	SENP7 inh	Apaf-1 inh	PfGluPho inh
CCOC(=O)C1CN(S(=O)(=O)c2ccc(OC)cc2)c2ccccc2O1 (stereo not given)	15	16	0	-3	0	5	-6	10	7
CC(OC(=O)c1cc2sccc2n1C)C(=O)NCC1CCCO1 (stereo not given)	14	12	-2	3	2	4	3	-16	-1
O=C(O)CCCC(=O)N1CCc2cc(S(=O)(=O)NCc3ccccc3)ccc21	9	2	-12	-12	2	-17	-7	7	-16
Cc1nc(SCCO)c2oc3ccccc3c2n1	36	12	-5	-3	-1	-16	-9	16	-7
O=C(Nc1nc2c(s1)CCCC2)c1ccc(S(=O)(=O)N2CCCc3ccccc32)cc1	1	2	-4	-9	-1	-13	-5	12	4
O=C1c2[nH]nc(-c3ccccc3O)c2C(c2ccc(F)cc2)N1Cc1ccco1 (stereo not given)	8	18	1	-15	1	-18	-9	30	17
O=C(Nc1cc2c(cc1Br)OCCCO2)c1cccnc1	11	11	-5	-4	2	-7	12	-4	18
CC(=O)N(Cc1ccccc1)c1nc(-c2ccccc2)cs1	17	3	0	-11	1	-29	-10	18	0
O=[N+]([O-])c1cc(S(=O)(=O)O)cc([N+](=O)[O-])c1NN(c1ccccc1)c1ccccc1	13	12	3	1	7	3	2	14	-23
O=C(Nc1ccc(O)c2c(=O)cc(-c3ccccc3Cl)oc12)c1ccc(Cl)cc1Cl	-2	26	1	-4	-1	-12	0	4	-18
CC(C)NC(=O)Nc1ccc2c(c1)C(=O)N([C@H](C)CO)C[C@H](C)[C@@H](CN(C)S(C)(=O)=O)O2	26	6	-3	-7	0	4	8	8	-4
Cc1ccnc(NC(=O)c2sc3ccccc3c2Cl)c1	14	-2	-13	57*	1	71*	89*	4	8
C/C(=N\NC(=O)c1nn(C)c(C)c1Br)c1ccc(NC(=O)c2ccc(C)s2)cc1	17	-86	-8	-5	0	-9	11	5	13
COc1ccc(CNC(=O)C2CCCN(S(=O)(=O)c3cnc[nH]3)C2)cc1 (stereo not given)	3	2	-9	4	-1	6	2	-8	17
Cn1nc(C(F)(F)F)c(C(=O)Nc2ccc(F)cc2F)c1Sc1cccc(C(F)(F)F)c1	16	0	-2	3	-2	-7	3	12	23
COc1ccc(N2CCN(C(=O)c3cccs3)CC2)cc1	22	9	1	-2	1	10	4	-3	26
COc1cc2oc(=O)cc(-c3cccc(-c4ccc(C(F)(F)F)cc4)c3)c2c(OC)c1OC	.	-57	20	.	1	.	6	26	17
CC(C)CNC(=O)CCCc1c[nH]c2ccccc12	21	-34	-4	6	-3	11	12	7	-10
COc1ccc([N+](=O)[O-])cc1NC(=O)/C=C/C(=O)O	6	10	-4	-8	4	-4	-8	1	-5
COc1ccc(O)c(/C=N/c2sc(C)c(C)c2C#N)c1	-8	-64	0	-11	18	-54	0	2	43
CCOc1ccc(C(C(=O)NC2CCCCC2)N(C(=O)Cc2cccs2)c2ccc(-n3cnnn3)c(OC)c2)cc1 (stereo not given)	9	23	9	-2	0	3	9	18	-13
